IL-2 act: qHTS of IL-2 Activators; IL-2 activation reporter assay, cell-based qHTS; stimulated with anti-CD3/CD4/CD28 beads; in transgenic mouse T cells; activation, % (series mostly up to about 46 µM); 0.065% of 360,000 active; AID 652025, 2013; in the data active means activation above about 50%; inconclusive means mostly about 30% to 49%; further: 0% is about no effect
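Screening format: compound pinned onto unstimulated transgenic mouse T cells, 60 min incubation, then anti-CD3/anti-CD4/anti-CD28 bead stimulation for 18 hours at 37 degrees C, followed by EGFP and DsRed detection.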
TGFb SMAD3 inh: qHTS for Inhibitors of TGF-b; 1.2% of 410,000 active; Potency, µM (series often up to 46.1 µM), for inactives: top-dose activity, negative = inhibition, usual class: inhibitors; HepG2 CAGA-GFP TGF-b/SMAD3 reporter, GFP fluorescence, 18 h; TGF-beta stimulated, 500 pg/mL final; further: potency means the concentration at half of the fitted maximal effect; on the % scale 0 is the no-effect control and ±100 the full control effect; nearly all actives have a fitted effect of over 65% in size
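Read-out: total well GFP (ex488/em500-530) summed from mean per-cell fluorescence. Cells: HEPG2 CAGA-GFP, 1% FBS DMEM, 18 h at 37 degrees C with 500 pg/mL final TGF-beta. Unstimulated wells served as the full-inhibition control; stimulated DMSO wells = 0%.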
HepG2 tox: qHTS for Inhibitors of TGF-b: Cytotox Counterscreen; HepG2 CAGA-GFP viability, ATP luminescence, 18 h; Potency, µM (doses to about 46.1 µM), inactives show top-dose activity change, negative = cytotoxicity, actives largely listed as cytotoxic; 0.76% of 410,000 active; AID 588856, 2011; further: potency means the concentration at half of the fitted maximal effect; some results filed as inactive show a strong effect at the top dose
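CellTiter-Glo luminescence gave cytotoxicity after 18 hours at 37 degrees C. The cells were HepG2 CAGA-GFP in 1% FBS DMEM, stimulated with 500 pg/mL TGF-beta after compound addition. %Activity was normalised to no-cell wells (complete cell-killing) and DMSO (no toxicity), and curves were fitted and classified.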
Nrf2 inh: Nrf2 qHTS screen for inhibitors. Potency, µM (doses to about 46 µM), without a hit: at the highest dose activity change, negative = inhibition, usual class: inhibitors. A549 ARE-Fluc reporter, luciferase luminescence, 18-24 h. 2.1% of 360,000 active; further: potency means the concentration at half of the fitted maximal effect; on the % scale 0 is the no-effect control and ±100 the full control effect; nearly all actives have a fitted effect of over 60% in size
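Quantitative HTS in A549 cells stably bearing an antioxidant response element-firefly luciferase construct. Inhibition of Nrf2-driven transcription was scored by luminescence after 18-24 h of compound exposure at 37 °C.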
S2 tox: Viability Counterscreen for Primary qHTS for Inhibitors of ATXN expression | S2 cells (HEK-293 line with an ATXN2-luciferase reporter) viability, CellTiter-Fluor protease fluorescence, 24 h | Potency, µM (doses to about 56.7 µM), hits mostly cytotoxic | 0.49% of 400,000 active | AID 651635, 2014; further: potency means the concentration at half of the fitted maximal effect; nearly all actives have a fitted effect of over 40% in size
ATXN2 expr inh: Primary qHTS for Inhibitors of ATXN expression | 0.72% of 360,000 active | HEK-293 ATXN2-luciferase reporter, luminescence, 24 h | Potency, µM (series often up to 57 µM), inactives show top-dose activity change, negative = inhibition, usual class: inhibitors; further: potency means the concentration at half of the fitted maximal effect; on the % scale 0 is the no-effect control and ±100 the full control effect; nearly all actives have a fitted effect of over 55% in size
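ATXN2-luciferase reporter cells (luciferase flanked by upstream and downstream ATXN2 gene portions) were treated 24 h at 37 °C with compounds at up to 57 uM. SteadyGlo luminescence gave expression; GF-AFC fluorescence gave viability.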
A549 tox: Nrf2 qHTS screen for inhibitors: counterscreen for cytotoxicity. A549 ARE-Fluc cells, CellTiter-Fluor viability, 18-24 h. Potency, µM (highest dose often 46 µM), for the others: top-dose activity change, negative = cytotoxicity, actives largely listed as inhibitors. 0.16% of 390,000 active. AID 504648, 2011; further: potency means the concentration at half of the fitted maximal effect; on the % scale 0 is the no-effect control and ±100 the full control effect
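A549 ARE-Fluc cells in 5% FBS OPTI-MEM, 5000 cells/well, rested 2 h then exposed to compounds in concentration-response for 18-24 h at 37 °C. Viability by CellTiter-Fluor fluorescence (Ex 405/Em 525) after 30 min; luciferase luminescence (BugLite, 15 min, RT) read afterwards.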
Nrf2 ARE act: qHTS of Nrf2 Activators; AREc32 ARE-luciferase reporter (MCF7-derived line), luminescence, 24 h; Potency, µM (highest dose often 46.1 µM), for the others: at the top dose activation, usual class: activators; 0.31% of 410,000 active; further: potency means the concentration at half of the fitted maximal effect; % of control where 0% means no effect; nearly all actives have a fitted effect of over 65% in size
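Luminescent ARE reporter assay in AREc32_Fluc cells: overnight plating at 37 deg C, 24 hr compound incubation, Steady-Glo added, 30 min RT before reading.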
EPAC2 agonist: qHTS for Agonist of cAMP-regulated guanine nucleotide exchange factor 4 (EPAC2): primary screen | Rap guanine nucleotide exchange factor 4 (Homo sapiens), Q8WZA2 | Potency, µM (titrated, usually from 154 µM), without a hit: at the top dose activation, actives largely listed as activators | AID 720711, 2013 | EPAC2 activation, biochemical qHTS; response scale: 100% = 6.5 mM cAMP response | 0.079% of 360,000 active; further: potency means the concentration at half of the fitted maximal effect; nearly all actives have a fitted effect of over 50% in size
Target sequence (Q8WZA2 whole entry, looked up): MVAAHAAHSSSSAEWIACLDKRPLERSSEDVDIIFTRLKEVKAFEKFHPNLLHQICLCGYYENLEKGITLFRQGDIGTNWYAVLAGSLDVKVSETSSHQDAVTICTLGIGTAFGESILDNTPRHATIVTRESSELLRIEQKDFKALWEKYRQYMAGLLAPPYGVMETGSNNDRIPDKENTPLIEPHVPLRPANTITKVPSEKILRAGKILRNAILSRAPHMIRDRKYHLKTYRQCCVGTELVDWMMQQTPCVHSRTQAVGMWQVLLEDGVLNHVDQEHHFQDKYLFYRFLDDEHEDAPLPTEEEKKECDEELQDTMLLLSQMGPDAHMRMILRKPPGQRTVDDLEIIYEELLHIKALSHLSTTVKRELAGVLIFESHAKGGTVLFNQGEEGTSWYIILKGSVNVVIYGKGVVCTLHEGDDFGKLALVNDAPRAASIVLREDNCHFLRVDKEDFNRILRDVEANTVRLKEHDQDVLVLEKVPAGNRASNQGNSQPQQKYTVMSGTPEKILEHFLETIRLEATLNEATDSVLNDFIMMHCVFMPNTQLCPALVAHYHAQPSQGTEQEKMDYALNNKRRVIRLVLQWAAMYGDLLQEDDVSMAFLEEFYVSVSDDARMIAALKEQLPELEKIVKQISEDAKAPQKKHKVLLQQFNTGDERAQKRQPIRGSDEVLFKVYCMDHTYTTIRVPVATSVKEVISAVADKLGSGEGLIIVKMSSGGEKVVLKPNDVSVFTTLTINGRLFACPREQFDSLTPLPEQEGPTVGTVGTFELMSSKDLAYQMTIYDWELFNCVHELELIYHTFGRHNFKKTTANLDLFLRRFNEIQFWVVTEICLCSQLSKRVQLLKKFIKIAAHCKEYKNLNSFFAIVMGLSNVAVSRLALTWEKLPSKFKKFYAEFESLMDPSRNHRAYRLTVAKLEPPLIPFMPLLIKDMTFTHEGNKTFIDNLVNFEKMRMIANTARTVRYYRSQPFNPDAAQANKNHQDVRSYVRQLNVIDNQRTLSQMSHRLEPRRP
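Compounds were added across a concentration range to EPAC2 (100 nM), RAP1B-BODIPY-GDP (250 nM) and GDP (50 uM). After 5 min at room temperature, fluorescence was recorded at 5-min intervals for 30 min.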
An asterisk follows results filed as active; i = inactive; ? = inconclusive; . = not tested or not shown; [ ] = dose if it differs, or a comment. Unless noted, the call rests on the fitted dose curve; in most records, active means well fitted curve in the direction sought with a large enough effect; inconclusive means small, poorly fitted or top-dose-only effect, or another doubt; inactive means no such curve, though single readings can be large; an effect the other way counts as inactive or inconclusive.

SMILES | IL-2 act | TGFb SMAD3 inh | HepG2 tox | Nrf2 inh | S2 tox | ATXN2 expr inh | A549 tox | Nrf2 ARE act | EPAC2 agonist
Cc1c(NC(=O)CSc2nnc(-c3cccc(Cl)c3)o2)c(=O)n(-c2ccccc2)n1C | -0.1 | -12.5% | 1.3% | . | i | 2.8% | 4.3% | -0.7% | -0.4%
CCOC(=O)Nc1nc2ccccc2s1 | -2.8 | -1.4% | -7.1% | ? | i | 34.1%[activator] | 1.6% | 3.6% | 10.3%
CCc1nnc(NC(=O)CCC(=O)NCc2ccccc2Cl)s1 | -0.9 | 0.6% | 11.0% | -1.2% | i | 0.5% | 0.5% | -0.4% | -1.7%
COc1ccc(C2N(C(=O)CN3CCCC3)CCCN2S(=O)(=O)c2ccccc2)cc1 (configuration not stated) | 0.6 | 5.6% | 7.9% | 0.7% | i | -21.3% | -0.7% | -0.6% | 7.2%
O=C1CC(c2ccccc2)c2c(O)cc(O)cc2O1 (configuration not stated) | -1.6 | 13.2% | -26.1% | 1.9% | i | -8.7% | -1.2% | 0.2% | -0.7%
CCN(CCCC(=O)c1ccc(F)cc1)CCc1ccccc1 | 0.4 | -1.0% | -2.4% | 22.0% | i | -13.9% | 0.7% | -0.5% | -2.0%
C[C@@H]1CN([C@H](C)CO)C(=O)CCCn2cc(nn2)CO[C@H]1CN(C)C(=O)Nc1cccc2ccccc12 | -2.6 | 5.5% | -5.2% | . | i | 11.4% | . | 0.1% | -3.8%
COc1ccc([N+](=O)[O-])cc1NS(=O)(=O)c1cc(C(=O)O)ccc1OC | -0.5 | -3.1% | 16.5% | 15.2% | i | . | -1.0% | -0.4% | 4.1%
O=C(COC(=O)Cc1ccc(Cl)cc1)NCc1ccc(F)cc1 | 2.7 | -5.8% | 2.8% | 5.1% | i | 1.6% | 3.5% | -1.8% | 5.0%
Cc1cc(Cl)ccc1OCCn1cncn1 | 1.6 | -4.6% | -23.8% | 5.5% | i | . | 6.4% | 3.9% | 4.0%
CC(C)c1ccc(NC(=O)CCNC(=O)Cn2ccc3ccccc3c2=O)cc1 | 0.6 | 12.0% | -0.6% | -13.5% | i | -10.7% | 0.4% | -0.8% | 2.6%
CS(=O)(=O)N(CC(=O)N1CCCC1)c1cc(Cl)ccc1Cl | 0.1 | 27.3% | 8.6% | 19.1% | i | -10.9% | 0.5% | 0.2% | 5.4%
CCOC(=O)Cc1c(C)c2ccc(N(CC)CC)cc2oc1=O | -2.3 | 10.8% | -6.2% | -7.3% | . | 10.4% | 27.0% | 3.5% | 6.1%
COc1ccc(OC)c(C(=O)c2ccccn2)c1 | -0.1 | 3.5% | 10.7% | 3.8% | i | 7.2% | -1.5% | -0.1% | 10.1%
Cc1ccccc1NC(=O)/C(=C\c1cccs1)NC(=O)c1ccccc1 | -0.9 | 4.5% | -29.3% | -4.7% | i | -2.7% | 1.3% | 0.7% | 8.2%
COc1cc(/C=N/OCC(=O)NC2CCS(=O)(=O)C2)ccc1OC(F)F (configuration not stated) | 1.2 | -0.3% | 9.1% | -7.9% | i | -13.5% | -13.4% | -0.3% | -5.1%
CSc1ccccc1OCc1cc(C(=O)NCCN2CCCC(O)C2)no1 (configuration not stated) | 1.3 | 13.4% | 0.5% | 1.8% | i | -3.3% | 19.3% | -0.3% | 21.1%
CSCC(CO)NS(=O)(=O)c1ccc(C)cc1 (configuration not stated) | -1.3 | 4.5% | 0.7% | -13.6% | i | -5.8% | -3.9% | -0.6% | 9.0%
O=C(CSc1nnc(CNC(=O)c2ccco2)o1)Nc1ccc(F)cc1F | -3.5 | -11.9% | 4.5% | 5.7% | i | -12.6% | 1.3% | 0.0% | 5.3%
COc1ccccc1NC(=O)CSc1oc(-c2cccs2)nc1S(=O)(=O)c1ccccc1 | . | -37.6% | -45.6% | -11.6%[9.27 µM] | i | 0.1% | 0.1% | 5.9% | .
Cc1ccc(CNC(=O)CS(=O)(=O)c2ccccc2)cc1 | -0.3 | -1.9% | 9.3% | 21.3% | i | . | 9.3% | -0.3% | 18.3%
CN(C)C(=O)CSc1nnc(-c2ccc(F)cc2)c2ccccc12 | 0.1 | ? | 23.6% | 3.1% | i | . | -2.5% | 17.6% | 7.3%
Cc1cc(C2(c3ccc(O)c(C)c3)C(=O)Nc3ccccc32)ccc1O | -0.4 | -20.6% | -111.4% | . | ? | ? | -3.1% | -3.2% | 13.7%
Cc1ccc2c(CC(=O)N3CCN(c4cccc(Cl)c4)CC3)coc2c1C | . | ? | -20.5% | . | i | -13.9% | ? | 6.7% | .
Cn1cc(CCC(=O)N2CCCC(CCC(=O)NCc3ccc(F)c(F)c3)C2)cn1 (configuration not stated) | -1.0 | 23.5% | 10.6% | ? | i | . | 13.9% | 3.6% | 0.8%
COc1ccc2c(c1)c1c(c(=O)n(CCc3ccccc3)c(=O)n1Cc1ccccc1)n2C | . | 1.1% | -32.0% | 18.2% | i | 1.3% | -7.7% | 1.0% | .
CCC(=O)N1c2ccc(S(=O)(=O)N3CCN(C)CC3)cc2CC1C (configuration not stated) | -0.2 | -1.0% | -37.1% | 6.9% | i | . | 3.7% | 0.0% | 6.2%
CCC(C)[C@H](NC(=O)N1CC(=O)Nc2ccccc21)C(=O)N1CCC(C(=O)O)CC1 (some centres not stated) | -0.4 | -26.0% | -4.1% | -17.5% | i | . | 3.2% | 0.4% | 11.6%
CCCn1c(-c2ccccc2)cc(SC)c(C#N)c1=O | 1.2 | 10.0% | -0.6% | 10.4% | i | -19.6% | 2.3% | -0.6% | 10.1%
Cn1ncc(Cl)c1C(=O)NCc1ccc(Cl)cc1 | 0.1 | 0.0% | -13.2% | -23.2% | i | -11.4% | 18.9% | 3.6% | 5.0%
Cc1c(CCOC(=O)c2cc([N+](=O)[O-])cc([N+](=O)[O-])c2)sc[n+]1CC(=O)c1ccccc1 | 1.1 | 4.4% | -10.4% | -3.5% | i | 3.7% | -8.0% | 0.5% | 2.1%
Cc1ccc([C@@H]2CC(=O)[C@@H]3CN(S(=O)(=O)c4ccc(C)cc4)[C@H](c4ccccc4F)C[C@@H]3N2S(=O)(=O)c2ccc(Cl)cc2)cc1 | 1.2 | -10.0% | 4.4% | . | i | 7.3% | . | -0.5% | -1.3%
COc1ccc(Cc2nc3ccc(C(=O)NCc4ccccc4Cl)cc3o2)cc1 | . | -7.1% | -23.9% | . | i | 0.1% | 12.4% | 2.8% | .
COC1CCN(Cc2cn(Cc3ccccc3)nc2-c2cc3ccccc3o2)CC1 | -3.5 | ? | -20.2% | -2.5% | ? | ? | -0.6% | 3.3% | 9.5%
Cc1nn(CC(=O)Nc2c(F)cc(F)cc2Br)c(=O)c2cccn12 | -0.9 | 3.0% | 0.9% | ? | i | 11.7% | 6.9% | -0.7% | -4.1%
CC(C)c1ccc(NC(=O)C2CCCCN2S(=O)(=O)c2ccccc2)cc1 (configuration not stated) | 0.3 | ? | -15.7% | ? | ? | . | -19.5% | 6.2% | 14.4%

Ordered by molecular weight (low to high): some entries from above
SMILES | IL-2 act | TGFb SMAD3 inh | HepG2 tox | Nrf2 inh | S2 tox | ATXN2 expr inh | A549 tox | Nrf2 ARE act | EPAC2 agonist
Cn1ncc(Cl)c1C(=O)NCc1ccc(Cl)cc1 | 0.1 | 0.0% | -13.2% | -23.2% | i | -11.4% | 18.9% | 3.6% | 5.0%
CCC(=O)N1c2ccc(S(=O)(=O)N3CCN(C)CC3)cc2CC1C (configuration not stated) | -0.2 | -1.0% | -37.1% | 6.9% | i | . | 3.7% | 0.0% | 6.2%
Cc1ccc([C@@H]2CC(=O)[C@@H]3CN(S(=O)(=O)c4ccc(C)cc4)[C@H](c4ccccc4F)C[C@@H]3N2S(=O)(=O)c2ccc(Cl)cc2)cc1 | 1.2 | -10.0% | 4.4% | . | i | 7.3% | . | -0.5% | -1.3%

(next part)
SMILES | IL-2 act | TGFb SMAD3 inh | HepG2 tox | Nrf2 inh | S2 tox | ATXN2 expr inh | A549 tox | Nrf2 ARE act | EPAC2 agonist
COc1ccc2oc(C(=O)OC(C)C(=O)NCc3ccccc3)c(C)c2c1 (configuration not stated) | -0.7 | 2.4% | -1.4% | -5.2% | i | -20.5% | 0.4% | 2.4% | 9.2%
CN(Cc1nc2ccc(F)cc2[nH]1)C(=O)C1CCC(=O)N(C2CC2)C1 (configuration not stated) | -3.9 | -2.3% | 16.8% | 7.1% | i | 2.3% | -2.8% | -1.0% | -1.3%
CC(NC(=O)c1cccnc1)C(c1cccs1)N1CCOCC1 (configuration not stated) | 0.0 | ? | 15.2% | -7.5% | i | -16.8% | 0.6% | 0.0% | 7.2%
Cc1cc(C)c2[nH]c(=O)c(C(c3nnnn3C(C)(C)C)N(Cc3ccco3)CC3CCCO3)cc2c1 (configuration not stated) | -3.4 | -15.7% | -4.6% | . | i | -9.3% | 1.9% | 2.4% | -21.8%
O=C(Nc1ncc([N+](=O)[O-])s1)C1CC(=O)N(c2ccc(F)cc2)C1 (configuration not stated) | -0.1 | -2.2% | -27.7% | 16.1% | i | 21.5% | -5.3% | 2.2% | -1.9%
CC(=O)N1CCN(c2ccc(NCc3ccc(-c4ccc(Br)cc4)o3)cc2)CC1 | -4.3 | -17.2% | -26.5% | ? | ? | ? | -13.8% | 7.5% | 2.6%
CCOC(=O)C1=C(CS(=O)(=O)c2ccc(C)cc2)NC(=O)NC1c1cc(OC)c(O)c(OC)c1 (configuration not stated) | -0.8 | -0.9% | 12.6% | -3.5% | ? | -4.7% | -3.2% | 0.0% | 1.1%

High-throughput results: PubChem, National Center for Advancing Translational Sciences (NCATS)
